# Screens (PubChem)
# HP1b chromo inh: HTS for Inhibitors of HP1-beta Chromodomain Interactions with Methylated Histone Tails. AlphaScreen HP1-beta / biotin-H3K9me3 peptide binding. Potency, µM (top dose mostly 114 µM), for inactives: at the top dose activity change, negative = inhibition, usual class: inhibitors. actives 0.56% (n = 390,000). AID 540317, 2011; note: nearly all actives have a fitted effect of over 70% in size; inactives centre near 23
#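 AlphaScreen: HP1-beta (50 nM) preformed 30 min with biotin-H3(1-18)K9me3 peptide (50 nM) in PBS pH 7.4, 0.01% Tween-20. Compound added for 30 min at RT, then streptavidin donor/nickel chelate acceptor beads (10 ug/mL) for 30 min.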
# POLI inh: qHTS for Inhibitors of Polymerase Iota | Potency, µM (highest dose often 115 µM), for the others: top-dose activity, negative = inhibition, actives largely listed as inhibitors | AID 588590, 2011 | DNA polymerase iota (Homo sapiens), Q9UNA4 | Pol iota fluorescent replication assay, 10 min | actives 1% (n = 390,000)
#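 Fluorescent replication assay read twice, at 0 min and 10 min after adding 50 nM (final) substrate. Enzyme (10 nM) and compounds were first incubated 15 min at room temperature; enzyme-free buffer wells were negative controls.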
# G9a block: qHTS Assay for Inhibitors of Histone Lysine Methyltransferase G9a; G9a H3K9 monomethylation, AlphaScreen, 2 h; AID 504332, 2011; Potency, µM (top dose mostly 102 µM), inactives show at the highest dose activity, negative = inhibition, most hits filed as inhibitors; actives 8.8% (n = 350,000); Histone-lysine N-methyltransferase EHMT2 (Homo sapiens), Q96KQ7; note: % is set by controls: 0 for no effect and ±100 for the full control effect; nearly all actives have a fitted effect of over 75% in size
#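 Quantitative HTS format: methyltransferase activity on a biotin-tagged H3K9 peptide is measured by AlphaScreen, using a rabbit anti-monomethyl-H3K9 antibody with streptavidin donor and anti-IgG acceptor beads. Final levels are 20 nM enzyme, 500 nM peptide, 20 uM SAM; 2 h RT.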
# Pin1 inh: qHTS Assay to Find Inhibitors of Pin1; Pin1 FP peptide displacement, HiFluor488, 10 min; Potency, µM (highest dose often 115 µM), without a hit: top-dose activity, negative = inhibition, most hits filed as inhibitors; actives 0.009% (n = 390,000); active = well fitted inhibition curve with a large enough effect in the polarisation, with a control signal flat, not every such curve was filed as active; inconclusive = small, poorly fitted or top-dose-only effect, or effect the other way, or a change in a side signal; inactive = no such curve, though single readings can be large or run the other way; the % refers to the polarisation; note: % is set by controls: 0 for no effect and ±100 for the full control effect
# JMJD2A Tudor inh: qHTS Assay for Inhibitors of JMJD2A-Tudor Domain | AID 504339, 2011 | AlphaScreen JMJD2A-Tudor / H3K4me3 peptide binding | Potency, µM (doses to about 114 µM), for inactives: at the top dose activity change, negative = inhibition, actives largely listed as inhibitors | Lysine-specific demethylase 4A (Homo sapiens), O75164 | actives 4.4% (n = 390,000); note: % is set by controls: 0 for no effect and ±100 for the full control effect; nearly all actives have a fitted effect of over 50% in size
# Target sequence (O75164 whole entry, looked up, the tested form may be a part): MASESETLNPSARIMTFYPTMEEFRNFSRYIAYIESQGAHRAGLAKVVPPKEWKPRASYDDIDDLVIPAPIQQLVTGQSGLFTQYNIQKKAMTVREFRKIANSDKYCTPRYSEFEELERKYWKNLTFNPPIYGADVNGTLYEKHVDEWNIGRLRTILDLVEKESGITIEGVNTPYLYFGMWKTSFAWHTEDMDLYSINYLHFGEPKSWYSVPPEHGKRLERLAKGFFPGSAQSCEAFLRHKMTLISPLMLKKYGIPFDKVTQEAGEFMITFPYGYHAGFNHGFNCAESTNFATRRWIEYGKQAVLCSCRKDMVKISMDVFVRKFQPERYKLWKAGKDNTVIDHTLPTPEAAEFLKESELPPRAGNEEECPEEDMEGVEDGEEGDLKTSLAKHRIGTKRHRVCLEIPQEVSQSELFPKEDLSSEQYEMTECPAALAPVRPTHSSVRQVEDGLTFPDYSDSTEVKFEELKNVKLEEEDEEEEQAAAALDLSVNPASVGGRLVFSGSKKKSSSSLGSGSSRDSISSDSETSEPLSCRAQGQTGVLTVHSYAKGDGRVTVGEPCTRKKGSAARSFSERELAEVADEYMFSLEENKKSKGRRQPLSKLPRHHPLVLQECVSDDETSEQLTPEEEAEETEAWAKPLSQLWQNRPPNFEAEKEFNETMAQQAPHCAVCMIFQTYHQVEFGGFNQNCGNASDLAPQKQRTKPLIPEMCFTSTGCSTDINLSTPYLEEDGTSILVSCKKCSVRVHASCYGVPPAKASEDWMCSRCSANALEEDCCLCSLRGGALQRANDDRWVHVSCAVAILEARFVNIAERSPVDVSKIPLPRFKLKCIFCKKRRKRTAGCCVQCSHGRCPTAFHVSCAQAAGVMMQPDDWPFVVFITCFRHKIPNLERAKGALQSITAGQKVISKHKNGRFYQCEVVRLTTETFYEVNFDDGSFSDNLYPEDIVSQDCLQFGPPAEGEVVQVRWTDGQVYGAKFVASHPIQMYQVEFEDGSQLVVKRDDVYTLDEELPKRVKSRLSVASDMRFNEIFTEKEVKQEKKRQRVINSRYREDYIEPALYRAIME
# BLM helicase inh: qHTS Assay for Inhibitors of Bloom's syndrome helicase (BLM). Potency, µM (highest dose often 56.1 µM), inactives show at the top dose activity change, negative = inhibition, most hits filed as inhibitors. RecQ-like DNA helicase BLM (Homo sapiens), P54132. recombinant BLM DNA unwinding, fluorescence dequenching. actives 0.2% (n = 350,000);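 note: plate controls were vehicle for no effect and no enzyme for full effect; nearly all actives have a fitted effect of over 35% in size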
# Tb PGK inh: qHTS Assay to Find Inhibitors of Phosphoglycerate Kinase; Phosphoglycerate kinase, glycosomal (Trypanosoma brucei brucei), P07378; PGK/GAPDH coupled, Kinase-Glo luminescence, 60 min; actives 0.043% (n = 380,000); Potency, µM (top dose mostly 57.5 µM), without a hit: top-dose activity change, negative = inhibition, usual class: inhibitors; note: % is set by controls: 0 for no effect and ±100 for the full control effect; nearly all actives have a fitted effect of over 60% in size
#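 Recombinant glycosomal PGK reaction used 1,3-bisphosphoglycerate generated in-well by GAPDH (100nM final) in 100mM TEA pH 7.6, 5mM MgCl2, 0.01% Tween-20. After 60 minutes at room temperature, ATP was read by Kinase-Glo Plus luminescence end-point.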
# BAZ2B inh: qHTS Assay for Inhibitors of BAZ2B; Bromodomain adjacent to zinc finger domain protein 2B (Homo sapiens), Q9UIF8; AlphaScreen BAZ2B-H3K14Ac peptide displacement; Potency, µM (series often up to 114 µM), for inactives: at the highest dose activity change, negative = inhibition, actives largely listed as inhibitors; actives 4.4% (n = 360,000); AID 504333, 2011; note: % is set by controls: 0 for no effect and ±100 for the full control effect; nearly all actives have a fitted effect of over 60% in size
#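 AlphaScreen displacement: compounds (up to 110uM) incubated 30 min at room temperature with a preformed 50 nM BAZ2B/50 nM biotinylated H3K14Ac peptide complex in PBS pH 7.4 with Tween-20. Donor and acceptor beads at 10 ug/mL final added, 20 min light-protected before reading.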
# GLS inhibitor: qHTS for Inhibitors of Glutaminase (GLS) | Glutaminase kidney isoform, mitochondrial (Homo sapiens), O94925 | GLS enzymatic activity, qHTS titration | Potency, µM (doses to about 45.5 µM), inactives show top-dose activity change, negative = inhibition, actives largely listed as inhibitors | actives 0.21% (n = 410,000); note: % is set by controls: 0 for no effect and ±100 for the full control effect
#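 Human kidney-isoform GLS in 45 mM KH2PO4 pH 8.2, 0.02% Tween-20, with compound, started with 1mM L-Glutamine (added stock). Glutamate oxidase/HRP/Amplex red coupled fluorescence read at start and after 30 min at RT.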
# * hit, by the source's call; i = inactive; ? = inconclusive; nt = no result given; & = joins results of further samples; ! = repeats disagree; [ ] = dose if it differs, or a comment. Unless noted, calls come from the whole dose curve; as a rule, active = well fitted curve in the direction sought with a large enough effect; inconclusive = small, poorly fitted or top-dose-only effect, or another doubt; inactive = no such curve, though single readings can be large; an effect the other way counts as inactive or inconclusive. Potency is the fitted concentration of half-maximal effect.
HP1b chromo inh	POLI inh	G9a block	Pin1 inh	JMJD2A Tudor inh	BLM helicase inh	Tb PGK inh	BAZ2B inh	GLS inhibitor	molecule
39%	10%	2%	0%	13%	-10%	-4%	1%	-4%	CCC(C)n1c(SCC(=O)Nc2ccccc2C(F)(F)F)nc2ccsc2c1=O (stereo unspecified)
24%	-20%	-3%	-5%	-16%	-1%	-10%	2%	-2%	COc1cc(NC(=O)NCC2CCN(Cc3ccccc3F)CC2)cc(OC)c1
48%[activator]	26%	-21%[59 µM]	0%	-11%	4%	-9%	2%	11%	COc1ccc(C2c3c(oc4ccc(C)cc4c3=O)C(=O)N2CCCN2CCOCC2)cc1OC (stereo unspecified)
34%&10%	-13%&7%	45µM*!	-10%&0%	-5%&-18%	-2%&1%	-3%&-9%	-18%&-3%	6%&20%	CS(=O)(=O)NCC(c1ccco1)N1CCN(c2ccc(F)cc2)CC1 (stereo unspecified)
35%	?	-24%	-2%	-2%	-10%	-4%	-29%	-6%	COc1ccc(N(CC(=O)Nc2cc(C)ccc2OC)S(=O)(=O)c2c(C)noc2C)cc1
52%[activator]	-1%	-9%	1%	-17%	-3%	-7%	-24%	10%	Cc1cccc(Cn2cnc3c(NS(C)(=O)=O)c(C)c(C)cc32)c1
30%	28%	-8%[59 µM]	11%	-6%	-15%	i	?	-12%	O=C(Nc1ccccc1Cl)c1ccc(-n2cccn2)c([N+](=O)[O-])c1
29%	12%	5%[59 µM]	0%	-10%	-1%	i	-19%	-1%	Cc1c2cnn(CC(=O)N3CCN(c4ccccc4)CC3)c(=O)c2c(C)n1Cc1ccccc1Cl
12%	10%	-1%[59 µM]	11%	-15%	-1%	-3%	-30%	4%	O=C(Cn1nc([N+](=O)[O-])nc1Br)NC(c1ccccc1)c1ccccc1
30%	-12%	11%[59 µM]	3%	-25%	-2%	-3%	2%	4%	CC1CCCC(C)N1c1nnc(NC(=O)Cn2c(=O)oc3ccccc32)s1 (stereo unspecified)
58%[activator]	4%	?	0%	-11%	-20%	0%	-1%	3%	Cc1ccc2c(c1)c1c(c(=O)n(-c3cccc(Cl)c3)c(=O)n1CC(=O)NCC1CCCO1)n2C (stereo unspecified)
17%	-16%	5%	3%	6%	0%	-9%	2%	-2%	Cc1cccc(N(C)S(=O)(=O)c2ccc3[nH]cc(C(=O)N4CCOCC4)c(=O)c3c2)c1
43%	-9%	nt	11%	-12%	-11%	-10%	10%	0%	CCOc1ccccc1N(CC(=O)Nc1ccc(OC)cc1OC)S(=O)(=O)c1ccccc1
17%	21%	-3%	-7%	1%	-2%	-3%	-11%	-4%	CCN(C(=O)COC(=O)c1c(C)noc1C)C1CCS(=O)(=O)C1 (stereo unspecified)
21%	95%[activator]	24%	-9%	-1%	-4%	4%	8%	3%	O=C(CCc1ccccc1)NNC(=O)c1cccc(F)c1
22%	4%	41%[12.7 µM]	21%	-27%	-7%	i	2%	2%	Cc1ccccc1C(=O)Nc1ccc(-c2nc3ccc(C(=O)c4ccccc4)cc3[nH]2)cc1
28%	-19%	nt	0%	-11%	-2%	-10%	-19%	1%	Cc1c(CCOC(=O)c2cccc([N+](=O)[O-])c2)sc[n+]1CC(=O)c1ccccc1
34%	-2%	9%[59 µM]	8%	-16%	-12%&-11%	-5%	-27%	-6%	COC(=O)C1=C(C)NC(C)=C(C(=O)OC(C)C)C1c1cccc2nonc12 (stereo unspecified)
52%[activator]	15%	-4%	-1%	-17%[11.4 µM]	-3%	2%	-21%	1%	O=C(CSc1nnc2ccc(-c3ccccn3)nn12)NCC1CCCO1 (stereo unspecified)
18%	-2%	-14%	-8%	11%	-1%	-9%	1%	4%	CCCCc1nnc(NC(=O)CN2C(=O)NC3(CCCCC3)C2=O)s1
9%	21%	2%	-7%	-4%	-1%	-2%	0%	-2%	CCOC(=O)CCCNC(=O)COC(=O)c1cccc(F)c1
22%	23%	?	-13%	-18%	-5%	-3%	-15%	-4%	CSc1ccccc1NC(=O)C1CC(c2ccccc2O)=NO1 (stereo unspecified)
12%	?	4%	0%	-6%	-2%	-3%	-14%	2%	O=C(c1ccccc1)N1CCN(S(=O)(=O)c2cccs2)CC1
14%	-7%	nt	3%	-21%	2%	-5%	-4%	12%	Cc1cc(C(=O)N2CCN(c3ccccc3)CC2)c(C)o1
36%	14%	nt	34%[activator]	-3%	nt	-7%	nt	2%	O=C(COC(=O)Cc1ccc(S(=O)(=O)N2CCOCC2)s1)Nc1ccccc1Cl

# Sorted by value in BLM helicase inh (falling): four of the compounds above.
HP1b chromo inh	POLI inh	G9a block	Pin1 inh	JMJD2A Tudor inh	BLM helicase inh	Tb PGK inh	BAZ2B inh	GLS inhibitor	molecule
29%	12%	5%[59 µM]	0%	-10%	-1%	i	-19%	-1%	Cc1c2cnn(CC(=O)N3CCN(c4ccccc4)CC3)c(=O)c2c(C)n1Cc1ccccc1Cl
12%	?	4%	0%	-6%	-2%	-3%	-14%	2%	O=C(c1ccccc1)N1CCN(S(=O)(=O)c2cccs2)CC1
52%[activator]	15%	-4%	-1%	-17%[11.4 µM]	-3%	2%	-21%	1%	O=C(CSc1nnc2ccc(-c3ccccn3)nn12)NCC1CCCO1 (stereo unspecified)
22%	4%	41%[12.7 µM]	21%	-27%	-7%	i	2%	2%	Cc1ccccc1C(=O)Nc1ccc(-c2nc3ccc(C(=O)c4ccccc4)cc3[nH]2)cc1

# A draw from above in order of SMILES length, rising:
HP1b chromo inh	POLI inh	G9a block	Pin1 inh	JMJD2A Tudor inh	BLM helicase inh	Tb PGK inh	BAZ2B inh	GLS inhibitor	molecule
9%	21%	2%	-7%	-4%	-1%	-2%	0%	-2%	CCOC(=O)CCCNC(=O)COC(=O)c1cccc(F)c1
39%	10%	2%	0%	13%	-10%	-4%	1%	-4%	CCC(C)n1c(SCC(=O)Nc2ccccc2C(F)(F)F)nc2ccsc2c1=O (stereo unspecified)
17%	-16%	5%	3%	6%	0%	-9%	2%	-2%	Cc1cccc(N(C)S(=O)(=O)c2ccc3[nH]cc(C(=O)N4CCOCC4)c(=O)c3c2)c1

# Next results.
HP1b chromo inh	POLI inh	G9a block	Pin1 inh	JMJD2A Tudor inh	BLM helicase inh	Tb PGK inh	BAZ2B inh	GLS inhibitor	molecule
22%	21%	13%[59 µM]	2%	2%	-2%	-3%	3%	-7%	O=C(Nc1ccccc1)c1cc2c(=O)c3ccccc3oc2nc1C(F)(F)F
2%	71%[activator]	3%	-2%	?	0%	2%	-6%	2%	CC(C)(C)c1ccc(/C=N/n2cnnc2)cc1
58%[activator]	-3%	0%	-1%	-7%	-3%	i	-9%	-3%	CCCc1cc(C(=O)N2CCC(n3nccc3NC(=O)c3ccc(OC)cc3)CC2)no1
17%	-2%	2%[59 µM]	?	-19%	-3%	-6%	-10%	-21%	CCCN(CCC)S(=O)(=O)c1ccc2c(c1)N(CC(=O)NC(C)c1ccccc1)C(=O)CS2 (stereo unspecified)
9%	-2%	?	0%	-29%	-2%	18%	-36%	0%	COc1ccc(S(=O)(=O)n2[nH]c(=O)c(CCO)c2C)c([N+](=O)[O-])c1
18%	13%	-108%	0%	19%	-7%	-7%	-2%	8%	C/C(=N\NC(=O)CN1CCN(Cc2ccc(C)cc2)CC1)c1ccncc1
-32%	1%	?	-2%	?	0%	1%	50µM*	4%	COc1ccc2[nH]c(=O)c(CNc3cc(C)ccc3C)cc2c1
29%	3%	-7%[12.7 µM]	-5%	-8%	1%	1%	0%	0%	O=P1(O)C=C(c2ccccc2)NC(c2ccccc2)=C1
11%	7%	18µM*	-3%	4µM*	-5%	2%	?	1%	O=C(O)CNCC1COc2ccccc2O1 (stereo unspecified)
22%	3%	-15%[59 µM]	-9%	1%	0%	-2%	nt	2%	Cn1c(=O)[nH]c(=O)c2c1nc(Br)n2CC(O)COCc1ccccc1 (stereo unspecified)
19%	18%	21%	-7%	-1%	-12%	-6%	?	0%	CC(C)(C)SCCNS(=O)(=O)c1ccc2ccccc2c1
43%[activator]	5%	?	5%	-11%	2%	i	0%	-9%	CCCn1nc(Oc2nc(SC)nc(N(C)C)n2)ccc1=O
20%	9%	15%[2.33 µM]	2%	-23%	nt	0%	-1%	22%	Cc1ccc(NS(=O)(=O)c2cccc(C(=O)N3CCN(c4ncccn4)CC3)c2)cc1
9%	2%	nt	2%	?	-4%[12.4 µM]	2%	nt	-1%	COC(=O)C1=C(C(=O)OC)[C@@H]2Nc3ccccc3[C@@]23C[C@@H](C(=O)OC)N(C(=O)c2cc(C)oc2C)C3=N1
11%	63%[activator]	2%[12.7 µM]	1%	-27%	-2%	12%	-4%	1%	CCOC(=O)N1CCN(CC(=O)Nc2ccc(Oc3ccccc3)cc2)CC1
18µM*	95%[activator]	1.8µM*	-5%	18µM*	-3%	8%	20µM*	7.1µM*	Clc1cccc(Cl)c1CNc1ccc(N2CCCC2)cc1

# Some of the entries above in a different format:
# Below each SMILES – HP1b chromo inh	POLI inh	G9a block	Pin1 inh	JMJD2A Tudor inh	BLM helicase inh	Tb PGK inh	BAZ2B inh	GLS inhibitor
COC(=O)C1=C(C(=O)OC)[C@@H]2Nc3ccccc3[C@@]23C[C@@H](C(=O)OC)N(C(=O)c2cc(C)oc2C)C3=N1
→ 9%	2%	nt	2%	?	-4%[12.4 µM]	2%	nt	-1%
O=C(Nc1ccccc1)c1cc2c(=O)c3ccccc3oc2nc1C(F)(F)F
→ 22%	21%	13%[59 µM]	2%	2%	-2%	-3%	3%	-7%

# Only part of the results is shown; the hit share may differ from the screen's.
